Bioassay records: PubChem BioAssay, several laboratories
Tat export inh: E. coli Tat transport inhibition | E. coli MC4100 TorA-mCherry Tat export, fluorescence | inhibition, % at 10 µM | actives 0.036% (n = 340,000) | AID 488895;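 active = mean replicate inhibition at least 50% and at least half of replicates individually reaching 50%; inconclusive = only one of the two criteria met; inactive = neither criterion met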;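 note: exported cargo escapes ClpAP degradation while cytoplasmic cargo is degraded and loses fluorescence; 0% = median of neutral control wells and 100% = median of NaSCN control wells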
CAL PDZ FP-1: blocks peptide binding to human CAL PDZ domain | Q9HD26 | purified CAL PDZ, TMR-peptide fluorescence polarization, 1 h | inhibition, % at 20 µM | actives 0.02% (n = 330,000) | AID 504414;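 active = highest replicate inhibition of at least 40%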;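 note: plate controls were DMSO neutral control wells for no effect and unlabeled competitor peptide control wells for full effect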
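Material: tagged CAL PDZ domain; buffer or medium: 25 mM sodium phosphate pH 7.4, 150 mM NaCl, TCEP, IgG, Thesit; compound dosing: single point, 20 µM; schedule: 1 h incubation at room temperature before polarization reading; measured by: FP readout, S and P plane fluorescence; read-out basis: percent inhibition from loss of millipolarization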
CDK5 inh: blocks human CDK5/p35 kinase activity. Recombinant CDK5/p35, ADP-Glo luminescence, 60 min. inhibition, % at 10 µM. actives 0.01% (n = 330,000);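 active = highest replicate inhibition of at least 50% and at least 75% of replicates reaching 50%; inconclusive = only one of the two criteria met; inactive = both criteria failed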;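 note: plate controls were DMSO neutral control for no effect and GW8510 at 10 µM for full effect; many of its hits are not listed in these tables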
CAL PDZ FP-2: blocks peptide binding to the human CAL PDZ domain | AID 602252 | actives 0.92% (n = 300,000) | purified CAL PDZ, TMR-peptide fluorescence polarization, 1 h | inhibition, % at 24.9 µM;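 active = mean inhibition of at least 30% with at least half of replicates also reaching 30%; inconclusive = no clear call, values can overlap the other calls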;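 note: 0% = DMSO neutral control and 100% = excess unlabeled competitor peptide PRC23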
Wnt bcat act: activates Wnt/beta-catenin signaling in a reporter cell assay; activator, plate reader; activation, % at 9.35 µM; actives 1.2% (n = 300,000); AID 743398; in the data active = activation above about 30%, passing the limit was not always enough; inconclusive = no clear call, values can overlap the other calls;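 note: 0% = neutral control wells and 100% = positive control wells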
V-ATPase pHluor: yeast V-ATPase proton transport regulation by pHLuorin | S. cerevisiae, pHLuorin cytosolic pH fluorescence | response, % at 10 µM | actives 0.37% (n = 350,000) | AID 504577; in the data active = response mostly above about 7.3%, no sharp cut-off; inactive = mostly below about 5.4%; note: actives read high; inactives centre near 0; some compounds called inactive have numbers as strong as hits; reference of the scale not given here
dFosB activator: enhances mouse delta FosB homodimer DNA binding; activation, % at 25 µM; actives 0.99% (n = 340,000); AID 493131; purified delta FosB, TAMRA-CDK5 oligo fluorescence polarization; percent of positive-control signal above neutral wells; P13346;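 active = mean activation above about 17%, with every replicate also reaching it, limit read from the data, passing the limit was not always enough; inconclusive = only one of the two conditions met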;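 note: fluorescence polarization rise as delta FosB binds a TAMRA Cdk5 AP-1 oligo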
Target sequence (P13346 whole entry, looked up): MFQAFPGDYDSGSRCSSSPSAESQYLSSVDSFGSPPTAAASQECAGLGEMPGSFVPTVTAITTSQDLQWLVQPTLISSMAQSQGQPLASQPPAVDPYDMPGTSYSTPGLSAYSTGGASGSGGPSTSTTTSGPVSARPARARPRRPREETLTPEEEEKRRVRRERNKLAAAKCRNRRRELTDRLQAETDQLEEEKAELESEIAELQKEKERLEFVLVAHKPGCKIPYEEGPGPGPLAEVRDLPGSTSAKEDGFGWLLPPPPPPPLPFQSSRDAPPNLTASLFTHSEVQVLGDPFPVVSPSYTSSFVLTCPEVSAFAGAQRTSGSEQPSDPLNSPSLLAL
Rtt109 HAT inh: blocks Candida albicans Rtt109/Vps75 acetyltransferase activity | Q5AAJ8 | purified Rtt109/Vps75, ThioGlo CoA-SH fluorescence, 4 h | inhibition, % at 34.9 µM | actives 0.16% (n = 330,000) | AID 540336;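 active = inhibition of at least 50% in every replicate; inconclusive = best replicate reaches 50% inhibition but some replicates fall short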
Target sequence (Q5AAJ8 whole entry, looked up): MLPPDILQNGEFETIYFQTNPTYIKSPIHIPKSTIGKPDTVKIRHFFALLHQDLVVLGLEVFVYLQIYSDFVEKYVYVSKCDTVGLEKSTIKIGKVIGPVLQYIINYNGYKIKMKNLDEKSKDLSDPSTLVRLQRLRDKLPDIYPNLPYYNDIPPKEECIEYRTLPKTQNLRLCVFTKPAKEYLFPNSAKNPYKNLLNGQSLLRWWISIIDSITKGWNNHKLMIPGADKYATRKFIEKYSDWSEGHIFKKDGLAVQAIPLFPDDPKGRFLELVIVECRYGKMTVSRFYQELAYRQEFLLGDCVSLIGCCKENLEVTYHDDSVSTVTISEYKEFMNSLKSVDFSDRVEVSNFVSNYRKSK
cardiac RTF act: cardiac RTF calcium sensitization. P19429+P45379. IANBD-labeled TnC RTF fluorescence at EC20 calcium; 0% EC20 calcium, 100% full calcium. activation, % at 7.2 µM. actives 0.24% (n = 340,000);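 active = activation above the mean over all tested compounds plus 3 SD, cut at about 30% in these data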;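 note: rise in fluorescence read as greater calcium sensitivity of cardiac thin filaments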
MITF act: increases MITF-driven TRPM1 promoter luciferase signal. SK-MEL-5 TRPM1-promoter luciferase, 24 h; % of positive control, neutral wells = 0. activation, % at 12.5 µM. actives 0.75% (n = 300,000);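 active = mean activation of at least 80% with every replicate also reaching 80%; inconclusive = mean reaches 80% but some replicate falls short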;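 note: 0% = neutral control wells and 100% = parthenolide positive control wells; values of inactives mirror those of a sister screen read the other way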
* hit, by the source's call; ? = inconclusive; . = no result given. Compounds as they come. About 4.1% of those tested had a hit in this group.

mol	Tat export inh	CAL PDZ FP-1	CDK5 inh	CAL PDZ FP-2	Wnt bcat act	V-ATPase pHluor	dFosB activator	Rtt109 HAT inh	cardiac RTF act	MITF act
COc1ccc(N2CCN(C3CCCN(S(=O)(=O)c4ccccc4)C3)CC2)cc1 (stereo unspecified)	-3	0.4	-0.3	-6	-3	-1	0	-1	1	-4
COc1ccc(C(=O)N/N=C/c2ccc(OC)c(CN3CCN(c4ccc(F)cc4)CC3)c2)cc1	10	-0.7	-0.9	-4	-3	3	2	2	0	7
FC(F)(F)c1cnc(COc2cc(Cl)cc(Cl)c2)c(Cl)c1	14	-1.2	1.0	0	-1	3	3	6	-2	12
COc1ccc(C)cc1S(=O)(=O)N(CC(=O)O)c1ccccc1	1	0.1	0.6	-6	.	-5	0	0	-3	-10
Cc1ccc2nc(NC(=O)CN(C)S(=O)(=O)c3cccc4nsnc34)sc2c1	-3	-2.7	-1.8	-2	.	-2	21*	4	3	.
Cc1ccc(-c2[nH]ncc2C(=O)c2ccccc2C)c(O)c1	-6	-0.1	0.6	-2	-1	-1	-3	-2	6	-11
O=[N+]([O-])c1ccc(CSc2ncnc3ccccc23)cc1	-1	0.7	-1.3	1	-2	2	-11	-1	5	4
CC(C)Oc1ccc(CN2CCCC(CO)(Cc3ccccc3)C2)cc1CO (stereo unspecified)	3	-2.7	1.5	3	0	10	-13	4	4	-2
C=CCCc1ccc(C#N)c(SCc2c(C(=O)OCC)c3cc(OC(C)=O)c(Br)cc3n2C)n1	19	-2.2	1.5	-2	.	2	-3	-7	8	-23
O=C(NCC(c1cccs1)N1CCOCC1)C1CCN(S(=O)(=O)c2ccccc2C(F)(F)F)CC1 (stereo unspecified)	-2	-1.5	-1.7	-1	0	-2	-7	3	0	-3
O=c1c2ccccc2nc(SCc2cn3ccsc3n2)n1-c1ccccc1	3	-3.1	-0.4	-10	-1	0	-9	8	-2	-3
Oc1ccc(C2=CSC3=NCCN23)cc1O	10	0.3	-1.0	-1	-2	-2	-8	1	-5	-7
CCN(CC)S(=O)(=O)c1ccc(Cl)c(C(=O)Nc2nnc(C)s2)c1	-2	-0.3	3.5	-3	.	-1	-6	1	2	2
CCN(CC)S(=O)(=O)c1ccc(N2CCCCC2)c(NC(=O)C2CCN(C(=O)c3ccc(F)cc3)CC2)c1	14	-4.4	1.4	-3	-5	-4	-3	14	-2	-6
COC(=O)[C@H](Cc1ccccc1)NC(=O)[C@@H](N)CC(=O)OCc1ccccc1	-4	0.1	2.3	1	2	-4	-17	4	4	-8
C=CCNC(=O)/C=C/c1ccc(C(C)C)cc1	0	0.1	1.5	-2	43*	-3	-5	4	-1	89*
CCOC(=O)N1CCC(N2C(=O)c3ccc(C(=O)NCCC(C)C)cc3C2=O)CC1	-11	1.3	1.0	-2	-3	-3	-5	6	-3	13
O=C1c2ccccc2C(=O)c2c(NCCCN(CCO)CCO)cccc21	-4	1.6	2.1	4	5	2	56*	13	.	-26
CC(Oc1ccccc1)C(=O)N1CCC2(CC1)Oc1ccc(F)cc1C(=O)C21CC(c2ccc(Cl)cc2)=NO1 (stereo unspecified)	1	-0.5	-6.0	-1	-10	1	0	-3	7	25
CC(=O)N1CC2(C)CN(C(C)=O)CC(C)(C1)C2O (stereo unspecified)	1	-2.0	-0.4	-3	.	-1	1	-6	-6	-4
CN(C)S(=O)(=O)c1cccc(NC(=O)COC(=O)[C@H](Cc2ccccc2)NC(=O)c2ccco2)c1	-8	5.5	-1.8	-4	-6	1	-9	2	1	-2
CCN(CC)c1c(-c2ccccc2)c2cc(C)ccc2[nH]c1=O	-6	0.4	-1.6	.	-2	-3	-2	1	5	-4
CC(C)(C)NS(=O)(=O)c1ccc(NS(=O)(=O)Cc2ccccc2)cc1	-3	-2.2	2.4	.	.	1	-2	-11	2	1
CCOc1ccc(NC(=O)CN(C)C(=O)CN2C(=O)C3CCCCC3C2=O)cc1OCC (stereo unspecified)	-3	-0.9	-6.3	.	21	2	-7	-2	1	4
Cc1cccc(OCC(=O)NCC(=O)N/N=C/c2cccs2)c1	5	-0.5	-1.8	-4	-5	3	-6	-3	3	5
O=C(NC1CCCCC1)c1ccc(CS(=O)Cc2ccccc2Cl)o1 (stereo unspecified)	-2	-0.4	-0.2	.	-1	2	-6	-17	7	0
CC(C)n1c(/C=C/c2ccccc2)nc2ccccc21	3	-2.0	0.8	.	21	-4	-6	7	-7	53
CCOc1cc(/C=C(\CC(=O)O)c2nc3ccccc3s2)ccc1OC	-2	-1.2	-2.2	-4	-1	-1	-3	-7	3	-10
COCCN(C(=O)CCc1nnc(CCc2c[nH]c3ccccc23)o1)C(C)C	11	-1.3	0.3	2	-1	1	-5	-10	-2	12
NC(=O)Cn1nc(-c2ccccc2)nc1-c1ccccc1	5	0.5	-0.1	-3	2	-3	4	-3	-7	.
CCCn1c(SCC(=O)Nc2ccc(C)c(S(=O)(=O)N3CCOCC3)c2)n[nH]c1=O	15	-2.9	-0.3	-3	-1	-1	-14	?	8	-1
CCOC(=O)c1nn(-c2ccc(Cl)cc2)c2nc(-c3ccc(C)cc3)c(C#N)c(=O)n12	0	-0.6	-0.5	-1	.	-2	-11	0	-3	16
Nc1nc(C23CC4CCC(CC(C4)C2)C3)cs1	-10	0.1	0.2	-1	-7	0	5	-7	-5	-3
CC1(C)Cc2c(sc3nc(NCCN4CCOCC4)n4ncnc4c23)CO1	-2	-0.1	1.4	-5	.	-1	-4	4	7	3
CC(Sc1nnc2ccccn12)C(=O)Nc1ncc(Cl)cc1Cl (stereo unspecified)	-7	1.2	-1.7	-5	-1	-1	-3	1	-3	12
Cc1ccc(NC(=O)Cc2sc(C)nc2-c2ccc(C)cc2)cc1	-10	-0.6	-5.2	-5	-3	-2	3	0	8	16
CC(=O)c1c(N2CCOCC2)nc(=S)n(-c2ccccc2)c1C	-10	0.2	0.7	-2	.	-4	2	-4	-4	-16
CCC(C)(C)NC(=O)CN(Cc1ccco1)C(=O)CCC(=O)Nc1nccs1	2	0.1	1.0	64*	-3	1	-3	7	-2	2
O=C(Nc1ccc(Cc2ccncc2)cc1)c1ccc(N2CCOCC2)c([N+](=O)[O-])c1	9	-0.3	-0.4	-9	2	4	-8	1	0	8
CC(Sc1nccn1C)C(=O)Nc1ccc(Cl)cn1 (stereo unspecified)	-9	-3.0	-0.5	-4	0	-4	-1	-6	-9	12
Clc1cccc(Cl)c1CSc1nnc(CN2CCOCC2)n1-c1ccccc1	1	-0.9	0.2	-3	.	1	-6	5	-5	-8
O=C(COc1ccccc1)NN1C(=O)CSC1=S	4	-2.3	-1.5	-6	.	7	5	24	-3	-3
COCCNC(=O)c1onc(CCl)c1C(=O)OC	1	-0.7	1.0	-2	2	3	-2	1	0	-12
CN1CCN(CC(O)COc2ccccc2)CC1 (stereo unspecified)	0	-0.2	2.8	-2	0	-3	-11	1	2	-5
CCOc1ccc(CNC(=O)C2Cc3cc(S(=O)(=O)N4CCCC4)ccc3N2C(C)=O)cc1 (stereo unspecified)	6	-0.4	-0.3	10	-1	7	-13	14	1	7
O=C(CCN1C(=O)/C(=C/c2ccccc2F)SC1=S)Nc1ccccn1	-13	-2.4	-3.5	-3	2	0	2	1	2	-5
COc1c(F)c(F)c(C(=O)Nc2cccc(Cl)c2N2CCOCC2)c(F)c1F	3	0.7	-1.2	-5	-3	4	-11	1	-1	-4
COc1cc(NC(=O)c2cccc(C)c2)c(OC)cc1NC(=O)CN1CCOCC1	-16	-0.2	-1.9	.	-1	3	-5	-1	2	9
CCCn1c(NCc2ccccn2)nc2ccccc21	-9	-0.9	0.0	1	2	-3	0	-2	-9	3
OC(COc1ccc(Cl)cc1Cl)Cn1ccnc1 (stereo unspecified)	1	.	-1.1	-7	0	0	-8	0	6	-8
N#C/C(=C\c1cccnc1)c1nc2c(s1)CCCC2	-3	-3.6	1.4	0	26	-2	-11	8	4	62
COc1cccc(N2CCN(C(=O)c3nc4nc(C)cc(C)n4n3)CC2)c1	-7	0.4	2.7	-2	-13	1	4	-3	0	2
Cc1ccc(NC(=O)CCNC(=O)c2ccccc2Cl)cc1S(=O)(=O)N1CCOCC1	-5	-2.2	2.0	1	-2	-6	-3	-2	1	4
C=CCN1C(=O)C2C(C(=O)NC)C3C=CC2(O3)C1C(=O)NCc1ccc(OC)cc1 (stereo unspecified)	-5	-2.3	-1.3	-2	.	0	-5	2	-9	19
Cc1ccc(NC(=O)c2ccco2)c(NC(=O)Cc2cccs2)c1	-6	-1.8	-1.6	-4	.	0	-3	8	2	-6
CC(C)n1cc(CN2CCCC(CNS(=O)(=O)c3cccc4cccnc34)C2)cn1 (stereo unspecified)	6	-0.4	0.6	-3	2	0	-9	2	0	-2
N#CC(C#N)=Cc1ccc(NC(=O)c2ccc(Br)cc2)cc1	4	0.6	1.8	1	27	3	6	-2	-1	45
